Lipid storage S3: qHTS Assay for Lipid Storage Modulators in Drosophila S3 Cells | 0.64% of 320,000 active | AID 2685, 2010 | lipid storage change, negative = inhibition, % at the top dose, mostly 46.1 µM; hits show Potency in µM | Drosophila S3 cells, BODIPY lipid droplet fluorescence, 18-24 h; cells fed with added oleic acid; active = well fitted inhibition curve with a large enough effect in the signal ratio, with a control signal flat, not every such curve was filed as active; inconclusive = small, poorly fitted or top-dose-only effect, or effect the other way, or a change in a side signal; the % refers to the signal ratio
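Laser-scanning cytometry quantifies lipid droplet accumulation (500–530 nm total intensity; droplet/cell object ratio) in oleic acid-fed (400 uM added) Drosophila S3 cells treated with a concentration series. 20 uM Triacsin C defined 100% inhibition.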
Lipid storage S3 cell count max: second read-out of Lipid storage S3, no call of its own (marks repeat the call); cell number change, %; measured here: cell count max response;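 cells counted by Cell Tracker Red CMTPX staining in the red channel; peak over a dose series mostly up to 46.1 µM; percent activity relative to internal control wells on each plate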
* hit, by the source's call; [ ] = dose if it differs, or a comment. % is set by controls: 0 for no effect and ±100 for the full control effect; potency is the fitted concentration of half-maximal effect. Not all compounds are listed (hit frequency here may not be typical).

O=C(O)c1ccc(Cl)c(S(=O)(=O)NCc2cccnc2)c1 was read as Lipid storage S3 inconclusive.
O=C(Nc1cc([N+](=O)[O-])ccc1O)NC1CCS(=O)(=O)C1 (stereo not given) was read as Lipid storage S3 9% and Lipid storage S3 cell count max -5.
`O=C(CS(=O)Cc1ccccc1Cl)Nc1ccccc1Cl` (stereo not given) gave Lipid storage S3 inconclusive.
Screening CCOC(=O)c1ccccc1NC(=O)CCNC(=O)Cn1cnc2ccccc2c1=O returned Lipid storage S3 inconclusive.
For Cc1ccccc1CSc1nnc(-c2cnccn2)n1C the results were Lipid storage S3 0% and Lipid storage S3 cell count max 6.
O=C(c1ccc(Cl)c(Cl)c1)c1cc(-c2ccccn2)c(N2CCOCC2)s1 was read as Lipid storage S3 inconclusive.
Cc1cc(C)n(CC(O)Cn2c3ccc(Br)cc3c3cc(Br)ccc32)c(=O)n1 (stereo not given) was read as Lipid storage S3 inconclusive.
For Cc1cc(NCCN2CCOCC2)n2ncc(-c3ccccc3)c2n1 the results were Lipid storage S3 inconclusive.
Screening Cc1ccnc(NC(=O)Cc2ccc(-c3ccccc3)cc2)c1 returned Lipid storage S3 inconclusive.
For Cc1cccc(NC(=O)CN2C(=S)NC(C)(C)CC2C)c1 (stereo not given) the results were Lipid storage S3 7% and Lipid storage S3 cell count max -2.
For COC(=O)[C@@H](Cc1c[nH]c2ccccc12)NC(=O)c1ccc2c(c1)OCO2 the results were Lipid storage S3 inconclusive.
Screening O=C1CSC(c2ccc(Cl)cc2Cl)N1c1ccccn1 (stereo not given) returned Lipid storage S3 7% and Lipid storage S3 cell count max 9.
O=C(CN1CCN(c2ccc([N+](=O)[O-])cc2Cl)CC1)N1CCOCC1 was read as Lipid storage S3 3% and Lipid storage S3 cell count max -1.
`Cc1nn(-c2ccccc2)c(Cl)c1/C=N/NC(=O)c1ccc(NS(=O)(=O)c2cccs2)cc1` gave Lipid storage S3 -2% and Lipid storage S3 cell count max -18.
For COc1ccc(NC(=O)CNC(=O)Cn2cnc3sc(C)c(C)c3c2=O)cc1OC the results were Lipid storage S3 inconclusive.
`O=C1NCCCCC1NS(=O)(=O)c1ccc(F)c(F)c1` (stereo not given) gave Lipid storage S3 11% and Lipid storage S3 cell count max -1.
`CCC(=O)NC(=S)Nc1ccc(S(=O)(=O)NC(C)=O)cc1` gave Lipid storage S3 0% and Lipid storage S3 cell count max -3.
`O=C1N=C(N2CCOCC2)S/C1=C\c1cccnc1` gave Lipid storage S3 inconclusive.
`O=C(N1CCOCC1)N1c2ccccc2CC(N2CCOCC2)c2ccccc21` (stereo not given) gave Lipid storage S3 inconclusive.
`O=C1C=C(NC2CCCCC2)CCC1` gave Lipid storage S3 inconclusive.
Screening Cc1cc(OCC(=O)NCCCn2ccnc2)c2c(C)c(C)c(=O)oc2c1 returned Lipid storage S3 13µM*.
For Cc1ccccc1CC(=O)Nc1ccc2c(c1)CCC2 the results were Lipid storage S3 inconclusive.
Cc1cc(C)cc(N(CC(=O)NCC2CCCO2)S(=O)(=O)c2c(C)noc2C)c1 (stereo not given) was read as Lipid storage S3 3%[9.22 µM] and Lipid storage S3 cell count max -2.
For Cc1nnc2ccc(N3CCN(c4cccc(C(F)(F)F)c4)CC3)nn12 the results were Lipid storage S3 4%.
CN(C(=O)COc1ccc(C(C)(C)C)cc1)C1CCS(=O)(=O)C1 (stereo not given) was read as Lipid storage S3 -8% and Lipid storage S3 cell count max -3.
Screening CCCCc1ccc(NC(=S)NCC2CCCO2)cc1 (stereo not given) returned Lipid storage S3 inconclusive.
Screening O=C1OC(c2cccc([N+](=O)[O-])c2)C2(CCCC2)C(=O)C12CCCCC2 (stereo not given) returned Lipid storage S3 16% and Lipid storage S3 cell count max 1.
Cn1c(CN2CCCC2)nc2cc(NC(=O)COc3ccccc3)ccc21 was read as Lipid storage S3 8% and Lipid storage S3 cell count max 3.
`CSCCC(NS(=O)(=O)c1ccccc1F)C(=O)Nc1ccncc1` (stereo not given) gave Lipid storage S3 -1% and Lipid storage S3 cell count max 13.
Screening Cc1ccc(-c2nn(-c3ccccc3)cc2C(=O)NCCCN2CCCC2=O)cc1 returned Lipid storage S3 inconclusive.
COc1ccc(CCn2c(=N)c(C(=O)NCc3ccco3)cc3c(=O)n4ccccc4nc32)cc1 was read as Lipid storage S3 inconclusive.
Screening COc1ccc(N(CN2C(=O)c3ccccc3C2=O)C(=O)COc2ccc(Cl)cc2Cl)cc1 returned Lipid storage S3 inconclusive.
Screening CCCCC(=NCCO)C1=C(O)C(C(=O)OC)C(C)(C)CC1=O (stereo not given) returned Lipid storage S3 12%.
`Nc1nnnn1/N=C/c1ccccc1OCc1ccccc1` gave Lipid storage S3 inconclusive.
Screening N#CCCN(CCC#N)C(=S)NC1CC2C=CC1C2 (stereo not given) returned Lipid storage S3 inconclusive.
`N#CCCN1CCN(C(=S)c2ccc(-c3ccc(Cl)cc3)o2)CC1` gave Lipid storage S3 inconclusive.
`COc1ccc(N(CC(=O)NC(C)(C)C)C(=O)CCC(=O)Nc2nccs2)cc1` gave Lipid storage S3 inconclusive.
`CC1(c2cccc(Br)c2)NC(=O)N(CC(=O)Nc2ccc3c(c2)OCO3)C1=O` (stereo not given) gave Lipid storage S3 -9% and Lipid storage S3 cell count max -12.
For CC1CC(C)CN(S(=O)(=O)c2ccc3c(c2)NC(=O)C(C)C(=O)N3)C1 (stereo not given) the results were Lipid storage S3 inconclusive.
Screening C=CCn1c(Cc2ccc(OC)cc2)nnc1SCC(=O)NCCc1ccccc1 returned Lipid storage S3 -6% and Lipid storage S3 cell count max -7.
Screening CC1(C)CC(=O)CC(C)(C)N1OC(=O)c1ccco1 returned Lipid storage S3 inconclusive.
`CN1CCN(S(=O)(=O)c2cc([N+](=O)[O-])ccc2N/N=C/c2ccc(Cl)cc2)CC1` gave Lipid storage S3 14% and Lipid storage S3 cell count max 8.
Screening CN(Cc1ccc2nonc2c1)Cc1nc(Cc2cccc(F)c2)no1 returned Lipid storage S3 9% and Lipid storage S3 cell count max -11.
`O=C(O)C1CCN(C(=O)CSc2nc3cc(Cl)ccc3c(=O)n2Cc2ccccc2)CC1` gave Lipid storage S3 -16% and Lipid storage S3 cell count max 14.
`CCOC(=O)C(/C=C(\C#N)C(=O)OCC)=C(/N)N1CCN(c2ccc(Cl)cc2)CC1` gave Lipid storage S3 inconclusive.
Screening CCOC(=O)N1CCN(C(=O)c2ccc(OCC)c(OCC)c2)CC1 returned Lipid storage S3 4% and Lipid storage S3 cell count max -8.
`Cc1ccc(S(=O)(=O)Nc2ccc(S(=O)(=O)NCC3CCCO3)cc2)cc1` (stereo not given) gave Lipid storage S3 inconclusive.
O=S1(=O)CCN(Cc2ccc(Cl)c(Cl)c2)CC1 was read as Lipid storage S3 -1% and Lipid storage S3 cell count max -2.
Screening Nc1ccc(C(=O)N/N=C/c2cccc(Oc3ccccc3)c2)cc1 returned Lipid storage S3 inconclusive.
For Cc1cccc(C)c1OCC(=O)NNC(=O)c1ccoc1C the results were Lipid storage S3 15% and Lipid storage S3 cell count max -7.
For Cc1ccc([N+](=O)[O-])cc1NC(=O)c1ccc2c(c1)OCO2 the results were Lipid storage S3 inconclusive.
COc1ccc2[nH]c(=O)c(CN(C(=O)NC3CCCCC3)C3CCCCC3)cc2c1 was read as Lipid storage S3 inconclusive.
Cc1ccsc1C(=O)Nc1nnc(-c2ccco2)o1 was read as Lipid storage S3 inconclusive.
For O=C(NC1CCCCC1)C(c1ccccc1)N(Cc1cccnc1)C(=O)c1csnn1 (stereo not given) the results were Lipid storage S3 inconclusive.
O=C(NCCc1nc(-c2ccccc2)cs1)c1ccc(Br)cc1 was read as Lipid storage S3 13% and Lipid storage S3 cell count max -3.
`COc1ccc(-c2coc3cc4oc(=O)c(CC(=O)O)c(C)c4cc23)cc1` gave Lipid storage S3 inconclusive.
For COc1cc(/C=C2/SC(=S)N(Cc3ccccc3)C2=O)ccc1O the results were Lipid storage S3 inconclusive.
O=C(c1ccc(Br)cc1)c1cc([N+](=O)[O-])ccc1N1CCCCC1 was read as Lipid storage S3 4% and Lipid storage S3 cell count max -20.
For O=C(NNC(=S)Nc1ccccc1C(F)(F)F)c1cccnc1 the results were Lipid storage S3 inconclusive.
Screening O=C(O)c1cccc(Nc2nc(-c3cc4ccccc4oc3=O)cs2)c1 returned Lipid storage S3 inconclusive.
Cc1nc2sc(C(=O)Nc3ccccc3Cc3ccccc3)c(C)c2c(=O)[nH]1 was read as Lipid storage S3 inconclusive.
`Cc1ccc(NC(=O)Nc2nnc(-c3ccccc3F)s2)cc1` gave Lipid storage S3 20%.
`CN(C)C(CNC(=O)c1ccc(C(F)(F)F)cc1)c1ccco1` (stereo not given) gave Lipid storage S3 26% and Lipid storage S3 cell count max -1.
Screening CC(C)[C@H](N)c1nnc(SCc2ccc(Cl)cc2)o1 returned Lipid storage S3 inconclusive.
For Cc1cccc2nc(-c3cccnc3)c(Nc3ccccc3)n12 the results were Lipid storage S3 -16% and Lipid storage S3 cell count max -13.
`CCOC(=O)N1CCC(NC(=O)CCCC(=O)O)CC1` gave Lipid storage S3 -8% and Lipid storage S3 cell count max -11.
COc1ccccc1NC(=O)N(C1CCCC1)C1CCN(C(C)=O)CC1 was read as Lipid storage S3 23% and Lipid storage S3 cell count max 1.
`Cc1cc(C)n(CC(=O)c2ccccc2)c(=O)c1C#N` gave Lipid storage S3 inconclusive.
`Cc1ccc(S(=O)(=O)N2CCOCCOCCOCCOCCOCC2)cc1` gave Lipid storage S3 inconclusive.
COc1ccc(NC(=O)CN(C)C(=O)c2ccc(COc3ccccc3)o2)cc1 was read as Lipid storage S3 inconclusive.
For CCCn1c(=O)n(C)c(=O)c2c(SCC(=O)Nc3cc(C)on3)nc(C(C)(C)C)nc21 the results were Lipid storage S3 inconclusive.
Screening COc1cc(C(=O)ON=C2C=C(C)C(=O)C(C)=C2)cc(OC)c1OC returned Lipid storage S3 inconclusive.
Screening CC1CCCN(C(=O)CCCn2c(=S)[nH]c3ccccc3c2=O)C1 (stereo not given) returned Lipid storage S3 inconclusive.
Screening O=C(C[n+]1cc(Br)cc(Br)c1)c1cccc([N+](=O)[O-])c1 returned Lipid storage S3 inconclusive.
For CCOC(=O)Cn1ccc(NC(=O)COc2ccc(F)cc2F)n1 the results were Lipid storage S3 inconclusive.
Screening CCOc1ccccc1C(=O)Oc1cc(C)[nH]c(=O)c1[N+](=O)[O-] returned Lipid storage S3 -17% and Lipid storage S3 cell count max 37.
O=C1N=C(N2CCCCC2)SC1=C1CCCCC1 was read as Lipid storage S3 inconclusive.
`C=CCn1c(SCC(=O)NCCOC)nc2scc(-c3ccco3)c2c1=O` gave Lipid storage S3 inconclusive.
For O=C(c1cccc(Cl)c1)N1CCN(c2ccccn2)CC1 the results were Lipid storage S3 inactive.
`O=C(CSc1n[nH]c(-c2cccs2)n1)N1CCN(S(=O)(=O)c2ccc3ccccc3c2)CC1` gave Lipid storage S3 inconclusive.
Cc1cccc(C(=O)N2CCC(=O)N(C(COCc3cccc(Cl)c3)Cc3ccccc3)CC2)c1 (stereo not given) was read as Lipid storage S3 inconclusive.
`Cc1ccc(Cc2cnc(NC(=O)C3=NCCN3)s2)cc1` gave Lipid storage S3 inconclusive.
For Cc1nc2sc3c(c2c(=O)n1NC(=O)CCBr)CCCC3 the results were Lipid storage S3 -15%[9.22 µM] and Lipid storage S3 cell count max 12.
`Cc1ccsc1C(=O)NC1CCCCC1C` (stereo not given) gave Lipid storage S3 -25% and Lipid storage S3 cell count max -16.
For CCOC(=O)c1c(NC(=O)COc2cccc3c2CCN(CC)C3=O)sc2c1CCC2 the results were Lipid storage S3 inconclusive.
O=C(Nc1cccc([N+](=O)[O-])c1)c1ccc2snnc2c1 was read as Lipid storage S3 -6% and Lipid storage S3 cell count max -17.
Screening O=C(CSc1nnc(-c2ccncc2)o1)NC1CCCCC1 returned Lipid storage S3 1% and Lipid storage S3 cell count max -4.
Screening COc1ccc(C(=O)Nc2ccccc2N2CCOCC2)cc1Br returned Lipid storage S3 6% and Lipid storage S3 cell count max 0.

Of the compounds above, these have a furan ring, fused or not:
COc1ccc(CCn2c(=N)c(C(=O)NCc3ccco3)cc3c(=O)n4ccccc4nc32)cc1 was read as Lipid storage S3 inconclusive.
`N#CCCN1CCN(C(=S)c2ccc(-c3ccc(Cl)cc3)o2)CC1` gave Lipid storage S3 inconclusive.
Screening CC1(C)CC(=O)CC(C)(C)N1OC(=O)c1ccco1 returned Lipid storage S3 inconclusive.
For Cc1cccc(C)c1OCC(=O)NNC(=O)c1ccoc1C the results were Lipid storage S3 15% and Lipid storage S3 cell count max -7.
Cc1ccsc1C(=O)Nc1nnc(-c2ccco2)o1 was read as Lipid storage S3 inconclusive.
`COc1ccc(-c2coc3cc4oc(=O)c(CC(=O)O)c(C)c4cc23)cc1` gave Lipid storage S3 inconclusive.
`CN(C)C(CNC(=O)c1ccc(C(F)(F)F)cc1)c1ccco1` (stereo not given) gave Lipid storage S3 26% and Lipid storage S3 cell count max -1.
COc1ccc(NC(=O)CN(C)C(=O)c2ccc(COc3ccccc3)o2)cc1 was read as Lipid storage S3 inconclusive.
`C=CCn1c(SCC(=O)NCCOC)nc2scc(-c3ccco3)c2c1=O` gave Lipid storage S3 inconclusive.

Screens from PubChem.
